High-throughput results from PubChem BioAssay.
TWEAK Fn14 block = inhibitors of TWEAK-Fn14 signaling, primary screen, luciferase reporter cells, uHTS. inhibition, % at 10 µM. AID 1159606, 2016. TWEAK-stimulated Fn14 reporter cells, luciferase luminescence, 8 h. 360,000 compounds, 2% hits; in the data active = inhibition above about 50%
TRAIL sens C8 = viability loss with TRAIL in NB7+C8 cells, primary screen, TRAIL sensitizer project, cell-based, ATPlite luminescence. AID 624354, 2012. inhibition (viability loss, TRAIL sensitization), % at 10 µM. 360,000 compounds, 1% hits;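 active = compounds causing at least 50% loss of cell viability in the single-dose screen, relative to plate controls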
LRH-1 inv ag = LRH-1 (NR5A2) inverse agonists, primary screen, cell-based, luminescence, HEK293T, StAR-luciferase reporter. Nuclear receptor subfamily 5 group A member 2 (Homo sapiens), O00482. LRH-1 transfected, 24 h. inhibition, % at 3.6 µM. 360,000 compounds, 0.13% hits;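 active = inhibition above the mean inhibition of all tested compounds plus 3 SD, cut at about 73% in these data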;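 also: 0% = DMSO wells and 100% = reporter-only cells lacking LRH-1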
COUP-TFII inh = NR2F2 transcriptional activity inhibitors, primary screen, cell-based, luciferase reporter, HEK293T, luminescence | HEK293T NGFI-A luciferase reporter | inhibition, % at 8.6 µM | 370,000 compounds, 0.7% hits;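 active = inhibition above a per-plate cutoff, mean inhibition of test wells between control levels plus 3 SD, cut at about 38% in these data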;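 also: cells cotransfected with COUP-TFII expression vector driving the NGFI-A reporter; 0% = median of COUP-TF2 test wells and 100% = reporter-only cells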
Target sequence (P24468 whole entry, looked up): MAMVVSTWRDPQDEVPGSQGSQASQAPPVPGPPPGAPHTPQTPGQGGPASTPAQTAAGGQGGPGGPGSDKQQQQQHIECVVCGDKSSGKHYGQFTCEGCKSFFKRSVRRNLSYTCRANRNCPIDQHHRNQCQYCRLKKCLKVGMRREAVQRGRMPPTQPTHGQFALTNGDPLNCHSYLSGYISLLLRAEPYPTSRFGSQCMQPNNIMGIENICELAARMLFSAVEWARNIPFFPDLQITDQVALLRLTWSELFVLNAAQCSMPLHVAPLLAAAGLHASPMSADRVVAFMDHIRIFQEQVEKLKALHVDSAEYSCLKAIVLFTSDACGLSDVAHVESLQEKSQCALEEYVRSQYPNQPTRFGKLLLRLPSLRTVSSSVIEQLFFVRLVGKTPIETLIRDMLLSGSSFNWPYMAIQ
NCOA1 inh = SRC1 coactivator transcriptional activity inhibitors, primary screen, cell-based, luminescence. AID 588354, 2011. inhibition, % at 3.6 µM. Nuclear receptor coactivator 1 (Homo sapiens), Q15788. HEK293 GAL4-SRC1 luciferase reporter. 360,000 compounds, 0.12% hits;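 active = inhibition above the campaign mean plus 3 SD, with each screening campaign given its own cutoff, cut at about 60% in these data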;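 also: 0% = DMSO treated cells and 100% = gossypol at 36 µM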
NCOA3 inh = SRC3 coactivator transcriptional activity inhibitors, primary screen, cell-based, luminescence | Nuclear receptor coactivator 3 (Homo sapiens), Q9Y6Q9 | HEK293 GAL4-SRC3 luciferase reporter | inhibition, % at 3.6 µM | 360,000 compounds, 0.17% hits;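 active = inhibition above a per-campaign cutoff, the mean of all compounds plus 3 SD, cut at about 60% in these data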;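 also: 0% = DMSO-treated cells and 100% = gossypol-treated cells at 36 µM; higher means less SRC3-driven luciferase light from the GAL4 reporter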
EBV LMP1 NFkB = EBV LMP1-driven NF-kappaB luciferase reporter inhibitors, primary screen, cell-based, luminescence, single point | LMP1-induced NF-kappaB luciferase reporter cells | 350,000 compounds, 0.69% hits | inhibition, % at 12.5 µM; in the data active = inhibition above about 41%;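 also: 0% = neutral control wells and 100% = reference inhibitor control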
NCOA2 inhibitor = inhibition of GAL4-SRC2 driven luciferase reporter, primary screen, SRC2 inhibitor project, cell-based, luminescence; 370,000 compounds, 0.17% hits; inhibition, % at 9 µM; AID 651957, 2012; HEK293 GAL4-SRC2 luciferase reporter;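 active = inhibition above the mean inhibition of all tested compounds plus 3 SD, set per campaign, cut at about 52% in these data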;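 also: 0% = DMSO treated cells and 100% = cells given Gossypol at 36 µM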
NOD2-RIPK2 inh = NOD2-RIPK2 binding disruptors in cells, primary screen, fluorescence, CHO cells, BLA complementation; inhibition, % at 4.98 µM; 360,000 compounds, 0.38% hits; CCF4 ratio; in the data active = inhibition above about 21%;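 also: 0% = vehicle only and 100% = reference blocker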
Target sequence (O43353 whole entry, looked up): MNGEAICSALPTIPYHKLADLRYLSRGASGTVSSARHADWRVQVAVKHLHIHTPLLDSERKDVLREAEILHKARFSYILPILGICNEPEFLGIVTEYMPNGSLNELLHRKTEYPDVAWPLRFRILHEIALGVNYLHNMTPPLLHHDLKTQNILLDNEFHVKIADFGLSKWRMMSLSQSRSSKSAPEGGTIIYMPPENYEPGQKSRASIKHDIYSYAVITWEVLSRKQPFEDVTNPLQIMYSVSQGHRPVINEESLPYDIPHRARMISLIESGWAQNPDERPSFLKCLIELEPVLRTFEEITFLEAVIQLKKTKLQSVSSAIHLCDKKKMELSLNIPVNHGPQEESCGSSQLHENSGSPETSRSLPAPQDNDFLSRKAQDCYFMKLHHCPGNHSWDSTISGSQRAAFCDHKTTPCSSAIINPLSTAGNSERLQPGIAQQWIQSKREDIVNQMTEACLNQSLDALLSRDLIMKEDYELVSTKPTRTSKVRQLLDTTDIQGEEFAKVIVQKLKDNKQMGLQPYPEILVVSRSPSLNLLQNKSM
TLR9-MyD88 block = inhibitors of TLR9-MyD88 association in cells, primary screen, cell-based, CHO, BLA complementation, fluorescence; Toll-like receptor 9 (Homo sapiens) + Myeloid differentiation primary response protein …; CCF4 FRET ratio; inhibition, % at 4.98 µM; 340,000 compounds, 0.21% hits;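 active = inhibition above the mean over all tested compounds plus 3 SD, cut at about 21% in these data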;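 also: 0% = DMSO only wells and 100% = clavulanate BLA inhibitor control wells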
TROY NFkB inh = inhibitors of TROY-driven NF-kB signaling, primary screen, Q293 LMP1-TROYcd cells, NF-kB luciferase, uHTS; AID 1347056, 2019; 360,000 compounds, 0.98% hits; Q293 LMP1-TROYcd NF-kB luciferase reporter, 4 h; inhibition, % at 10 µM;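 active = compounds whose plate-normalised and pattern-corrected inhibition of the luciferase reporter signal at the single screening dose is 50% or more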
* = called active by the depositor; . = no result given.

Compound	TWEAK Fn14 block	TRAIL sens C8	LRH-1 inv ag	COUP-TFII inh	NCOA1 inh	NCOA3 inh	EBV LMP1 NFkB	NCOA2 inhibitor	NOD2-RIPK2 inh	TLR9-MyD88 block	TROY NFkB inh
Cc1ccsc1/C=C1/CN(C)Cc2c1nc1ccccc1c2C(=O)O	-1.5	-0.5	12.8	13.6	17.2	17.5	-31.6	28.4	-9.6	-3.1	14.7
Cc1noc(C)c1COc1ccc(C(=O)NCc2ccccn2)cc1	-7.4	2.8	7.4	-19.7	5.3	23.5	16.4	1.6	3.2	1.7	-12.1
CC(C(=O)Nc1cccc([N+](=O)[O-])c1)N(c1ccccc1)S(C)(=O)=O (stereo not drawn)	-10.9	-2.6	0.1	-15.6	11.6	-4.3	-2.1	5.8	-7.7	0.6	3.8
O=C(CSc1ccc(Cl)cc1)N1CCN(c2c(Cl)cccc2[N+](=O)[O-])CC1	-9.1	3.1	6.1	-11.2	-38.9	-21.3	-3.4	-4.4	-6.5	-7.5	-29.2
O=c1c2ccccc2nnn1COc1cccc2ccccc12	-44.4	-3.8	-87.7	-32.3	-42.1	-52.7	-2.6	-36.2	5.2	6.8	-48.3
Cc1ccc(CCN2CC(C(=O)NCc3ccco3)CC2=O)cc1 (stereo not drawn)	22.8	-5.3	4.9	-1.8	3.2	-7.8	-0.6	-23.3	-4.1	3.2	1.5
CCOC(=O)[C@]12CCC=C1N(Cc1cccc3ccccc13)C(=O)[C@H](CC(=O)NCc1ccc(OC)c(OC)c1)C2	60.5*	30.2	2.4	37.4*	.	.	.	1.9	-7.7	.	33.7
CC1CCCCC1NS(=O)(=O)c1ccc2c(c1)CC(=O)N2C (stereo not drawn)	-14.3	-1.6	-10.0	2.8	0.3	-12.4	-0.5	-18.9	0.3	1.4	11.7
CSC(=NC#N)N1CCN(c2ccccn2)CC1	3.7	-8.8	2.1	-13.4	7.6	9.4	-13.0	-23.0	6.5	2.9	-1.6
Cc1ccc(S(=O)(=O)/C(C#N)=C/c2c[nH]c3ccccc23)cc1	5.9	-7.6	-23.4	12.7	-8.9	-1.2	-10.8	-3.6	12.6	3.4	37.1
Cc1ccc(S(=O)(=O)N(C)CC(=O)NNC(=O)CCNS(=O)(=O)c2cccc(C)c2)cc1	-1.3	-0.5	18.4	4.7	0.4	13.4	-3.3	-40.4	8.7	0.5	1.5
S=c1[nH]nc(-c2ccccc2)n1/N=C/c1cccc(Br)c1	-13.0	-10.9	7.8	1.7	14.8	1.8	1.6	3.7	4.3	10.3	10.6
O=C(COc1ccc(Cl)cc1Cl)Nn1c(=S)[nH]c2ncccc2c1=O	-2.2	5.0	-2.3	-10.0	-19.7	7.5	4.5	8.1	-10.7	9.1	2.4
CCCc1cc(=O)[nH]c(SCC(=O)N(CC)c2c(N)n(Cc3ccccc3)c(=O)[nH]c2=O)n1	7.3	-8.8	-8.6	-12.8	-3.5	1.6	-11.8	-16.8	-5.2	-4.0	-15.3
CC(NCc1ccc(N(C)C)cc1)C1CC2CCC1C2 (stereo not drawn)	2.3	1.0	10.9	8.0	12.6	10.1	0.1	-7.5	-8.4	9.7	-31.7
O=C1OC(=O)C2C1[C@@H]1CC[C@H]2O1 (stereo partly drawn)	-22.2	0.9	8.2	-4.1	-7.4	-4.0	-20.5	-13.7	-1.9	0.4	-4.5
O=C(COC(=O)Cc1ccsc1)Nc1ccc(S(=O)(=O)N2CCOCC2)cc1	-8.2	4.7	-6.4	9.9	4.9	15.2	10.1	-2.5	0.0	0.2	7.6
NS(=O)(=O)c1ccc(CCNC(=S)Nc2ccc(F)cc2)cc1	4.0	-6.8	7.2	-18.7	-3.6	-7.7	-1.0	8.7	-5.3	-7.0	10.9
COc1cccc(C(C)N(C)Cc2nc(COc3ccccc3)no2)c1 (stereo not drawn)	-11.4	14.2	17.9	7.4	13.3	-1.0	2.5	0.7	-2.9	-0.7	-2.6
Brc1ccc(-c2nc3ncccn3c2NC2CCCCC2)o1	-9.1	-28.4	1.5	11.0	21.6	-1.5	3.5	-5.2	7.6	0.1	-37.6

(list continues)
Compound	TWEAK Fn14 block	TRAIL sens C8	LRH-1 inv ag	COUP-TFII inh	NCOA1 inh	NCOA3 inh	EBV LMP1 NFkB	NCOA2 inhibitor	NOD2-RIPK2 inh	TLR9-MyD88 block	TROY NFkB inh
CC(C)C12CN3CC(C(C)C)(CN(C1)C3c1ccco1)C2=O (stereo not drawn)	-3.0	-6.4	2.1	-0.3	-30.4	23.8	-5.7	5.1	-9.4	3.0	25.8
Cc1nc(NC(CC(C)C)C(=O)O)c2nc(C)oc2n1 (stereo not drawn)	-17.6	-8.4	-20.4	7.6	2.5	12.2	-15.9	9.9	-1.1	1.4	6.8
Cc1ccc(S(=O)(=O)Cc2ccc(C(=O)NCc3cccs3)o2)cc1	-10.4	18.3	19.7	0.2	7.5	13.6	20.2	0.3	1.9	8.3	-2.5
Cn1nnnc1SCC(=O)NC(=O)NCc1ccccc1	-2.0	-7.8	1.6	-26.8	-13.1	-2.5	-5.3	-1.9	-7.4	-2.4	-1.4
Cc1cccc(/N=C/c2nc(-c3ccccc3Br)oc2O)n1	9.1	-3.3	-43.3	-19.9	-47.6	14.2	2.8	-20.0	3.8	4.4	-53.9
COc1cccc(C(=O)Cn2c(=O)n(CCC(=O)NCC3CCCO3)c(=O)c3cc(OC)c(OC)cc32)c1 (stereo not drawn)	-6.7	-4.9	5.2	18.9	-4.1	5.5	-3.9	9.1	-2.3	1.9	17.0
Oc1cc(NCc2ccc(F)cc2)cc2cccnc12	-2.5	54.2*	13.2	23.0	-13.3	1.1	12.0	-9.0	-4.4	3.0	-12.1
N#Cc1cc(C(=O)c2cc(F)ccc2O)cn(Cc2ccccc2)c1=O	2.0	-2.0	8.1	9.9	-12.2	-17.8	5.6	-11.2	2.1	2.4	7.2
COc1cccc2c1OC1(C)CC2NC(=O)N1 (stereo not drawn)	1.1	-6.3	4.6	2.3	9.0	-4.2	1.0	1.9	-15.7	-3.4	-6.0
COc1cccc(CSc2nnnn2-c2ccc(O)cc2)c1	1.0	-3.4	-7.3	-30.6	-11.4	8.7	4.3	-22.2	-13.5	-1.5	-5.2
COc1ccc(-n2nc(C(=O)NCC(=O)NCCCN3CCOCC3)c3ccccc3c2=O)cc1	-5.1	-4.8	0.6	-2.2	-2.3	6.3	-1.8	1.1	-7.1	6.9	11.6
COc1ccc(Cl)cc1N(C(=O)Nc1cccc(Cl)c1)C1=NCC(C)S1 (stereo not drawn)	-17.1	6.1	16.4	-7.3	12.1	11.0	-7.6	-5.0	-5.0	0.2	-0.5
CCOC(=O)Cc1nnc(NC(=O)CSc2ccc(Cl)cc2)s1	-8.2	-14.5	-7.8	8.0	2.7	0.6	0.2	-19.3	-6.0	-3.0	-11.2
CCOc1ccc(-c2n[nH]c(=S)o2)cc1	1.4	3.7	-12.6	-20.6	-5.1	-20.5	-13.5	-14.8	-2.1	2.6	-76.7
CCCc1cc(=O)[nH]c(SC/C=C/c2ccccc2)n1	-20.2	15.7	11.2	14.7	8.1	-3.3	.	-10.2	-16.3	.	13.3
Nc1nnc(CCN2C(=O)CSC2=O)s1	-0.5	-15.0	-0.4	-16.5	7.4	8.0	-0.8	-0.2	7.6	-4.9	-4.8
CCc1cc2c(=O)[nH]c(Cc3ccc(Cl)cc3)nc2s1	-7.3	-7.4	17.8	9.2	-3.5	16.6	-4.8	-13.6	9.7	14.7	-9.7
COc1cccc(NC(=O)CN(C)C(C)C(=O)N2CCCC2)c1 (stereo not drawn)	4.8	-17.1	-9.0	-50.3	-11.7	-3.4	6.5	1.9	0.5	3.9	-3.8
CC1=C(C(=O)OCCOC(C)C)C(c2cc3c(cc2Br)OCO3)CC(=O)N1 (stereo not drawn)	-1.7	7.0	10.5	-8.2	-14.6	-27.2	1.2	14.7	-1.6	-5.1	-7.3
O=C(Nc1cccc(-c2nc3ccccc3s2)c1)c1cc(=O)c2ccccc2o1	16.1	25.0	-19.9	-0.9	-0.2	-10.6	-1.4	-14.7	-3.0	3.3	-26.8

More entries
Compound	TWEAK Fn14 block	TRAIL sens C8	LRH-1 inv ag	COUP-TFII inh	NCOA1 inh	NCOA3 inh	EBV LMP1 NFkB	NCOA2 inhibitor	NOD2-RIPK2 inh	TLR9-MyD88 block	TROY NFkB inh
Cn1nc(-c2ccccc2)c(C(O)c2ccc(Cl)cc2)c1Cl (stereo not drawn)	-1.8	-4.0	4.1	3.2	10.1	13.2	6.4	-22.4	5.5	-6.2	4.6
Cc1nc(NC(=O)CC(C)C)sc1-c1csc(Nc2ccc(Cl)cc2Cl)n1	4.3	-3.6	0.5	-10.2	-0.9	-22.2	-17.8	1.0	-10.9	-13.3	-8.5
Cc1ccc2oc(=O)c3cnn(CC(=O)NC4CCC(C)CC4)c3c2c1 (stereo not drawn)	3.6	2.2	21.2	2.3	-26.0	2.4	-2.1	-0.5	-5.2	-1.7	-6.2
CC(=O)c1cc2c(cc1N/C(=N/S(=O)(=O)c1ccc(C)cc1)c1ccccc1)OCO2	-19.4	-6.2	1.7	3.8	5.5	3.7	-7.8	2.0	3.5	-1.6	-11.5
CC1(C(=O)OCC(=O)c2c[nH]c3ccccc23)CC1(Cl)Cl (stereo not drawn)	-28.3	3.9	-91.3	-40.9	-93.9	-73.9	-39.6	-66.2	3.0	0.2	-16.5
CCC(C(=O)c1ccccc1)N(C(=O)c1ccccc1Cl)N1C(=O)C2C3C=CC(C3)C2C1=O (stereo not drawn)	8.1	-2.8	7.0	-5.3	-1.7	13.5	-9.2	10.9	-5.0	3.1	21.2
CC(=O)Nc1ccc(/C=C2\Sc3ccccc3C2=O)cc1	-23.6	-3.3	4.4	-28.6	-29.5	-7.6	4.8	6.1	-1.9	-4.3	-16.8
CCC(C)Nc1nc(N)c([N+](=O)[O-])c(Nc2cc(OC)ccc2OC)n1 (stereo not drawn)	14.1	-4.9	24.3	-4.7	12.3	26.7	-7.8	10.7	2.3	0.2	-3.7
CCN(CC)CCN(Cc1cc2cc3c(cc2[nH]c1=O)OCO3)C(=S)NC	-9.9	-11.7	6.7	20.1	-11.2	2.3	-5.5	-3.6	-1.0	2.3	-8.7
COc1ccc(NC2=C(Cl)C(=O)N(CCc3ccccc3)C2=O)cc1	-38.5	-8.2	-6.5	5.0	-23.8	-12.7	2.0	-34.4	9.7	2.2	-35.9

An excerpt; the hit share may differ from the screen's.
